Wnt bcat act – Wnt/beta-catenin pathway activators, primary screen, cell-based, plate reader, single point | Wnt/beta-catenin reporter cell assay, activator | activation, % at 9.35 µM | hit rate 1.2% among 300,000 | AID 743398, 2014; in the data active = activation above about 30%, passing the limit was not always enough;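 note: 0% = neutral control wells and 100% = positive control wells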
CAL PDZ FP-1 – CAL PDZ peptide-binding inhibitors, primary screen, biochemical, fluorescence polarization, Cer-tagged CAL PDZ, HTS; purified CAL PDZ, TMR-peptide fluorescence polarization, 1 h; inhibition, % at 20 µM; hit rate 0.02% among 330,000; AID 504414, 2011;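 active = highest replicate inhibition of at least 40%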;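 note: plate controls were DMSO neutral control wells for no effect and unlabeled competitor peptide control wells for full effect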
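Test system: purified CerCALP PDZ construct; Compound dosing: one concentration, 20 µM compound; Also added: TMR-labelled reporter peptide T*-PRC34 bound in PDZ groove; Read-out: inhibition from polarization loss; Controls: unlabelled peptide and DMSO controls; Signal: FP readout, S and P plane fluorescence; Incubation: 1 h at RT.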
RTF Ca sens act – cardiac RTF calcium sensitivity activators, primary screen, biochemical, IANBD-TnC fluorescence, EC20 calcium; Troponin I, cardiac muscle (Homo sapiens) + Troponin T, cardiac muscle (Homo sapiens) + …; IANBD-labeled TnC RTF fluorescence at EC20 calcium; 0% EC20 calcium, 100% full calcium; AID 493008, 2010; hit rate 0.24% among 340,000; activation, % at 7.2 µM;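 active = activation above the mean over all tested compounds plus 3 SD, cut at about 30% in these data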;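 note: rise in fluorescence read as greater calcium sensitivity of cardiac thin filaments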
Tat export inh – E. coli Tat export inhibitors, primary screen, MC4100, TorA-mCherry reporter, fluorescence, single point. inhibition, % at 10 µM. hit rate 0.036% among 340,000. AID 488895, 2010;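 active = mean replicate inhibition at least 50% and at least half of replicates individually reaching 50%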;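 note: exported cargo escapes ClpAP degradation while cytoplasmic cargo is degraded and loses fluorescence; 0% = median of neutral control wells and 100% = median of NaSCN control wells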
MITF act – activators of MITF-driven TRPM1 promoter reporter, primary screen, cell-based, SK-MEL-5, luciferase, single point; SK-MEL-5 TRPM1-promoter luciferase, 24 h; % of positive control, neutral wells = 0; activation, % at 12.5 µM; hit rate 0.75% among 300,000; AID 588334, 2011;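 active = mean activation of at least 80% with every replicate also reaching 80%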;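 note: 0% = neutral control wells and 100% = parthenolide positive control wells; values of inactives mirror those of a sister screen read the other way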
CAL PDZ FP-2 – untagged CAL PDZ binding inhibitors, primary screen, biochemical, fluorescence polarization, HTS | Golgi-associated PDZ and coiled-coil motif-containing protein (Homo sapiens), Q9HD26 | purified CAL PDZ, TMR-peptide fluorescence polarization, 1 h | inhibition, % at 24.9 µM | hit rate 0.92% among 300,000 | AID 602252, 2012;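 active = mean inhibition of at least 30% with at least half of replicates also reaching 30%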;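 note: 0% = DMSO neutral control and 100% = excess unlabeled competitor peptide PRC23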
CDK5 p35 inh – inhibitors of human CDK5/p35 kinase, primary screen, biochemical, single concentration; inhibition, % at 10 µM; hit rate 0.01% among 330,000; Recombinant CDK5/p35, ADP-Glo luminescence, 60 min;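 active = highest replicate inhibition of at least 50% and at least 75% of replicates reaching 50%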;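 note: plate controls were DMSO neutral control for no effect and GW8510 at 10 µM for full effect; many of its hits are not listed in these tables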
Rtt109 HAT inh – inhibitors of C. albicans Rtt109/Vps75 HAT, primary screen, biochemical, ThioGlo CoA-SH fluorescence, plate reader; purified Rtt109/Vps75, 4 h; hit rate 0.16% among 330,000; inhibition, % at 34.9 µM; Histone acetyltransferase RTT109 (Candida albicans (strain SC5314 / ATCC MYA-2876)), …;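 active = inhibition of at least 50% in every replicate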
Target sequence (Q5AAJ8 whole entry, looked up): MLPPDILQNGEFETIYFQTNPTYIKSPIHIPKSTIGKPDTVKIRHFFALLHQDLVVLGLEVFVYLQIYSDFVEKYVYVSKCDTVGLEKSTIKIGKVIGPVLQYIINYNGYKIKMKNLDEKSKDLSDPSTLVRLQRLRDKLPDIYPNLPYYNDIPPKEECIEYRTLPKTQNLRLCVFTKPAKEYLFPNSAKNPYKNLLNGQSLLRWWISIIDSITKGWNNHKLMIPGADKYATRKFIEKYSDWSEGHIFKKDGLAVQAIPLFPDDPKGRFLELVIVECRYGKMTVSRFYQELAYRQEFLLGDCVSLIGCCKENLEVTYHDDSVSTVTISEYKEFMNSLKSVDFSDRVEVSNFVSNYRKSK
dFosB activator – activators of delta FosB homodimer, primary screen, biochemical, fluorescence polarization, TAMRA-CDK5 oligo, single point. AID 493131, 2011. purified delta FosB; percent of positive-control signal above neutral wells. activation, % at 25 µM. hit rate 0.99% among 340,000;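 active = mean activation above about 17%, with every replicate also reaching it, limit read from the data, passing the limit was not always enough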;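 note: fluorescence polarization rise as delta FosB binds a TAMRA Cdk5 AP-1 oligo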
Target sequence (P13346 whole entry, looked up): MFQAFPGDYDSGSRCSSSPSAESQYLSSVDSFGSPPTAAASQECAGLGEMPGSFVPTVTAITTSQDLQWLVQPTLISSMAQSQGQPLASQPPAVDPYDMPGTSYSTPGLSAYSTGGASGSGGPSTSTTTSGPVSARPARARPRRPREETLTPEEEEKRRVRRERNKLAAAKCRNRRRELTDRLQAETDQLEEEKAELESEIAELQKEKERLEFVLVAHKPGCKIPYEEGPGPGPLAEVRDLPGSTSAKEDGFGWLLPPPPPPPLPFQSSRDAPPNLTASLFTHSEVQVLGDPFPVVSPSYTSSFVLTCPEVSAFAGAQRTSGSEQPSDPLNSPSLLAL
V-ATPase pHluor – regulators of yeast V-ATPase proton pumping, primary screen, pHLuorin cytosolic pH fluorescence; hit rate 0.37% among 350,000; S. cerevisiae; AID 504577, 2011; response, % at 10 µM; in the data active = response mostly above about 7.3%, no sharp cut-off; inactive = mostly below about 5.4%; note: actives read high; inactives centre near 0; some compounds called inactive have numbers as strong as hits
An asterisk follows results filed as active; . = not tested or not shown.

Sample of the layout (2 entries):
#	CDK5 p35 inh	Rtt109 HAT inh	MITF act	RTF Ca sens act	CAL PDZ FP-2	Wnt bcat act	V-ATPase pHluor	CAL PDZ FP-1	dFosB activator	Tat export inh	Structure
1	-1.0	-5	-2	-5	-1	-1	-1	-1.3	1	-5	Cc1ccsc1C(C(=O)NCc1ccccc1)N(C(=O)c1csnn1)c1ccccc1 (stereo unspecified)
2	-1.4	-10	-1	-1	-3	0	-2	-1.0	1	6	Nc1nc(CN2CCN(C(=O)c3ccco3)CC2)nc(Nc2cccc(Cl)c2)n1

All compounds of this part (from the top)
#	CDK5 p35 inh	Rtt109 HAT inh	MITF act	RTF Ca sens act	CAL PDZ FP-2	Wnt bcat act	V-ATPase pHluor	CAL PDZ FP-1	dFosB activator	Tat export inh	Structure
1	-1.0	-5	-2	-5	-1	-1	-1	-1.3	1	-5	Cc1ccsc1C(C(=O)NCc1ccccc1)N(C(=O)c1csnn1)c1ccccc1 (stereo unspecified)
2	-1.4	-10	-1	-1	-3	0	-2	-1.0	1	6	Nc1nc(CN2CCN(C(=O)c3ccco3)CC2)nc(Nc2cccc(Cl)c2)n1
3	-1.8	-1	8	-2	-1	-3	-2	-0.4	-6	-23	COc1ccc(C2NC(=S)NC(C)=C2C(=O)Nc2ccccn2)cc1OC (stereo unspecified)
4	1.5	18	-7	0	-4	-2	-2	0.3	0	-9	CCCC1C(=O)Nc2ccccc2N1C(=O)c1cccc(C)c1 (stereo unspecified)
5	1.0	.	-15	3	3	-2	0	-0.7	-5	-4	N#Cc1ccc(OCc2nnc(-c3ccc([N+](=O)[O-])cc3)o2)cc1
6	-0.4	22	3	7	-1	-1	-4	-0.2	-3	6	O=C(COC(=O)Cn1cnc2ccccc2c1=O)NCCC1=CCCCC1
7	0.3	-1	4	0	.	-2	-1	-2.9	5	-1	O=C(Oc1ccc2c(c1)OCO2)c1ccncc1
8	4.4	-16	-10	-6	78*	15	-3	12	-8	-3	N=C1/C(=C\c2ccc(-c3ccc(C(=O)O)cc3)o2)C(=O)N=C2SC=C(c3ccccc3)N12
9	-0.5	2	0	7	-7	-3	2	-2.8	4	-3	O=C(COc1ccccc1)N1CCCC1
10	-0.8	3	.	-2	-3	1	-2	-2.7	-5	2	CC(C)CNS(=O)(=O)c1cc(C(=O)OC2CCOC2=O)c(Cl)cc1Cl (stereo unspecified)
11	-0.8	-10	.	5	2	-4	3	.	4	-2	Clc1ccc(/C=N/Nc2nn[nH]n2)cc1
12	-0.8	15	5	-4	1	-3	2	-1.5	-7	5	COc1cccc(C(=O)Nc2ccccc2N2CCN(C(=O)c3ccccc3)CC2)c1
13	0.7	3	4	-5	-4	2	4	0.1	-3	-6	CCCCN(C(=O)c1c(C)noc1C)c1c(N)n(CCC)c(=O)[nH]c1=O
14	0.1	.	.	6	0	.	-4	-5.0	-3	3	COc1ccc(-n2ncc3c(NCC4CCCO4)ncnc32)cc1 (stereo unspecified)
15	-0.4	-1	-7	-4	2	-5	4	-2.1	6	2	O=C(Nc1ccc(F)cc1)c1cc(-c2ccccn2)nc2c(Cl)cccc12
16	-0.3	15	6	4	1	0	1	-1.1	-4	-3	COc1ccc(-n2c(COc3cccc4ccccc34)nnc2SC(C)C(=O)O)cc1 (stereo unspecified)
17	0.1	.	6	-6	-3	-1	2	-0.7	-4	0	Cc1ccc(N2C(=O)C(CN3CCCC3)C2c2ccccc2)cc1 (stereo unspecified)
18	-0.9	-21	10	4	18	3	-3	-2.8	4	7	CCc1cc(=O)[nH]c(SCC(=O)NCC2CCCO2)n1 (stereo unspecified)
19	1.1	-13	9	-2	-2	-1	2	.	-6	-2	COc1ccc(C(c2nnnn2C2CCCC2)N2CCC(C)CC2)cc1 (stereo unspecified)
20	1.6	-14	6	4	-4	-4	-3	-1.5	-3	2	Cc1c(NC(=O)C2(c3ccccc3)CCCC2)c(=O)n(-c2ccccc2)n1C
21	0.0	.	-6	-2	-5	.	4	-4.4	-1	2	Cc1ccc2nc(N3CCN(C=O)CC3)nc(-c3ccccc3)c2c1
22	1.9	-2	16	.	6	-1	0	0.2	-5	7	Cc1ccc(Oc2ncccc2COC(=O)Nc2ccccc2C)cc1
23	1.3	-1	7	13	21	0	0	-1.0	-12	-4	S=C(Nc1ccc(Oc2ccccc2)cc1)N(CCCN1CCOCC1)Cc1ccccn1
24	0.6	-6	1	1	3	-1	0	-0.4	0	-1	C#CCn1c(=O)cc(C)c2ccccc21

Entries by screen from the entries so far.
Rtt109 HAT inh, nos. 19 to 24: -13, -14, ., -2, -1, -6

(list continues)
#	CDK5 p35 inh	Rtt109 HAT inh	MITF act	RTF Ca sens act	CAL PDZ FP-2	Wnt bcat act	V-ATPase pHluor	CAL PDZ FP-1	dFosB activator	Tat export inh	Structure
25	0.1	-13	43	9	2	4	5	-2.1	-12	-7	CCc1ccc(NC2=NCC(c3ccccc3)S2)cc1 (stereo unspecified)
26	1.1	7	-7	8	-2	-3	1	-2.0	-12	2	CCCCn1c(SCC(=O)N2CCOCC2)nc2ccccc2c1=O
27	-1.8	-8	5	2	-4	.	-2	-0.6	1	-6	Cc1ccc(N=Cc2sccc2C)cc1C
28	1.5	-1	-19	0	-3	-1	-1	0.5	-6	-2	Cn1c(NN)nc2c1c(=O)n(Cc1ccccc1)c(=O)n2C
29	-0.6	7	21	5	.	0	1	-0.6	-7	-6	O=C(O)C1Cc2ccccc2CN1S(=O)(=O)/C=C/c1ccccc1 (stereo unspecified)
30	-2.8	0	14	-3	1	-1	0	-1.8	6	12	CONc1nc(NC(C)(C)C)nc(OCC#N)n1
31	3.0	-4	-16	0	-7	1	-3	0.2	7	3	COc1ccc(C(=O)C(C)C(C)=O)c(OCc2ccccc2)c1OC (stereo unspecified)
32	0.2	-4	-16	5	-1	-2	-1	-0.1	6	6	Cc1ccc(NC2=NCCCCC2)cc1
33	-0.8	5	2	12	-4	-2	4	0.7	6	15	CCN(CC(=O)Nc1ccc(OC)c(Cl)c1)CC(=O)NC(C)C
34	-2.5	-8	-3	-11	-4	-5	-2	0.5	-4	6	COc1cccc(SCc2noc(C(=O)NCCC(C)C)c2C(=O)NCCC(C)C)c1
35	.	1	16	5	1	-1	-7	-3.2	-4	-7	COC(=O)c1cc(S(=O)(=O)NCc2ccccc2OC)cn1C
36	-0.5	-2	-2	-3	-5	-5	1	-1.5	-11	20	OC(c1ccc(F)cc1)(C1CCCCC1)C(CN1CCOCC1)c1ccccc1 (stereo unspecified)

A few values from the results shown:
CDK5 p35 inh, Cn1c(NN)nc2c1c(=O)n(Cc1ccccc1)c(=O)n2C = 1.5
CAL PDZ FP-2, CCCCn1c(SCC(=O)N2CCOCC2)nc2ccccc2c1=O = -2
dFosB activator, Cc1ccc(NC2=NCCCCC2)cc1 = 6

Later entries:
#	CDK5 p35 inh	Rtt109 HAT inh	MITF act	RTF Ca sens act	CAL PDZ FP-2	Wnt bcat act	V-ATPase pHluor	CAL PDZ FP-1	dFosB activator	Tat export inh	Structure
37	0.7	0	-5	-4	-4	-3	0	0.5	3	-2	Cc1nnc(NC(=O)c2cc(S(=O)(=O)N(C)C)ccc2N2CCCC2)s1
38	-0.8	.	-7	-9	1	0	-1	-1.4	-5	-6	O=C(O)C/C=C(\NC(=O)OCc1ccccc1)C(=O)OCc1ccccc1
39	2.0	-27	16	-8	0	5	-1	.	-14	8	CCOc1ccc(Nc2nc(-c3sc(N)nc3C)cs2)cc1
40	1.8	-13	5	-7	7	.	5	0.5	-6	-3	CN(c1ccc(C(=O)NCc2ccc3c(c2)OCO3)cc1)S(C)(=O)=O
41	3.0	18	.	-4	0	.	1	-2.1	-5	10	Cc1cnc(C(=O)Nc2ccc3c(c2)CCC3)cn1
42	0.5	5	31	1	-3	9	-3	1.6	-16	-14	COc1ccccc1NC(=O)/C=C\c1ccco1
43	-0.3	-1	74	-4	-1	.	1	.	-4	-4	CCOC(=O)c1cnc(SCc2ccc(C)cc2)nc1N
44	0.0	5	2	0	1	-10	8	1.2	4	2	CC(C)NS(=O)(=O)c1ccc(CCC(=O)N2CCCC2)cc1
45	0.7	3	39	-4	-5	7	0	0.2	4	-6	CC(=O)Nc1ccc(NC(=O)Nc2ccccc2)cc1
46	0.6	-2	15	3	-2	-12	1	0.3	-5	-16	CNC(=S)N/N=C/c1ccc(OCc2ccccc2)c(Br)c1
47	-1.3	-7	-4	-6	-8	-13	-3	-1.7	-26	4	CCOc1cc(C(=O)Nc2ccc(S(=O)(=O)NC3=NCCCCC3)cc2)cc(Br)c1OC
48	1.9	-3	-1	3	-1	.	2	-0.1	-1	4	COc1cc(C2C(C#N)=C(N)Oc3c2oc(CO)cc3=O)ccc1OC(C)C (stereo unspecified)
49	0.1	0	6	1	-3	7	2	-0.6	7	1	CC[C@@H]1[C@H]2CCCC(=O)N3CC[C@@H](C[C@@H]1Nc1ccccc1)[C@@H]23
50	1.4	-3	23	8	-7	0	0	-1.7	-6	-14	Cn1cncc1C#Cc1ccc2cc(CCO)oc(=O)c2c1
51	-0.3	.	76	7	2	.	-1	-2.0	-7	-6	Cc1ccn2cc(-c3nonc3C)cc2c1
52	-2.2	-1	-1	0	-3	-1	1	-0.2	-2	-8	CCN(CC)S(=O)(=O)c1ccc(Cl)c(C(=O)OC2CC(C)OC2=O)c1 (stereo unspecified)
53	2.0	3	-1	4	-2	-2	-1	0.4	-10	-2	Cc1ccc(-n2cc(-c3ccc([N+](=O)[O-])cc3)[nH]c2=S)c(C)c1
54	-1.9	-2	-5	2	19	-2	-5	-1.5	-2	-9	COc1ccc(NC(=O)CN2CC(C)OC(C)C2)cc1Cl (stereo unspecified)

Source: PubChem BioAssay
